# L3MBTL1 block – blocks human L3MBTL1; Q9Y468; AlphaScreen L3MBTL1–H3K9me1 peptide binding; Potency, µM (series often up to 57.1 µM), for inactives: top-dose activity, negative = inhibition, usual class: inhibitors; actives 0.66% (n = 230,000); active = well fitted inhibition curve with a large enough effect; inconclusive = small, poorly fitted or top-dose-only effect; inactive = no such curve, though single readings can be large or run the other way; note: nearly all actives have a fitted effect of over 60% in size
# Target sequence (Q9Y468 whole entry, looked up): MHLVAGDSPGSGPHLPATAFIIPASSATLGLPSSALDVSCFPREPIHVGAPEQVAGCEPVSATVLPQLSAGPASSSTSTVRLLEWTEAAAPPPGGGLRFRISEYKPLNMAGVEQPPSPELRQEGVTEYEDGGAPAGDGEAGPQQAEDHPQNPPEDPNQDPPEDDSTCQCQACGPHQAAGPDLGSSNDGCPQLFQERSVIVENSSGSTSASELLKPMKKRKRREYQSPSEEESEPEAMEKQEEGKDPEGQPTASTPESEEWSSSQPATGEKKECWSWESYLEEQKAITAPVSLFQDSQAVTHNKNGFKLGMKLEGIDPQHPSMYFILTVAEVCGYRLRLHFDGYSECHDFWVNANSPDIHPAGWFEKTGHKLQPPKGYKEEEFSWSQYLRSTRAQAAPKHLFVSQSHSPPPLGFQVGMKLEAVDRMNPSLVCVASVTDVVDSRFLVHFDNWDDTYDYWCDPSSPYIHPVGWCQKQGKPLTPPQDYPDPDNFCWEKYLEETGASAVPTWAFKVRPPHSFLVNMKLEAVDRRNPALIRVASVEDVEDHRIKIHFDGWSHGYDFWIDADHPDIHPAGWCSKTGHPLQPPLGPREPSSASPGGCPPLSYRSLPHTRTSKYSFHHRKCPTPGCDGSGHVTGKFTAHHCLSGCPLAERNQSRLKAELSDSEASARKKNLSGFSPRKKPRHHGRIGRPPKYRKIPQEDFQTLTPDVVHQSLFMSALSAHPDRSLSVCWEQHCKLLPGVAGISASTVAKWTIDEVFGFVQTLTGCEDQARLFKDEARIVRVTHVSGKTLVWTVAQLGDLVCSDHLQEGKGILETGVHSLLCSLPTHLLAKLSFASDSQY
#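 Displacement of a biotinylated histone H3(1-15) peptide monomethylated at Lys9 (75 nM) from L3MBTL1 (50 nM) was measured by AlphaScreen after a 30 min room-temperature compound incubation; cefsulodin titration served as intraplate control.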
# An asterisk follows results filed as active; u = inconclusive; & = joins results of further samples; [ ] = remark or other dose. % is set by controls: 0 for no effect and ±100 for the full control effect; potency is the fitted concentration of half-maximal effect. An excerpt; rates above refer to the full screens.
SMILES	L3MBTL1 block
CC(C)(C)OC(=O)N1CCN(C(=O)c2[nH]cnc2C(=O)N[C@@H](Cc2ccccc2)C(=O)OCc2ccccc2)CC1	-8.7%
Cc1cc(S(=O)(=O)Nc2ccc(C(=O)NCCCn3ccnc3)cc2)ccc1F	0.7%
COc1ccc(C(=O)NCCc2c[nH]c3ccccc23)cc1	-7.5%
CC(C)(C)[C@H]1CCC(=O)N([C@H](CSc2ccc(Br)cc2)Cc2ccccc2)CC1	4.1%
COC(=O)Cn1c(C(O)c2ccccc2)nc2ccccc21 (centres undefined)	3.4%
O=C(c1ccccc1)c1ccc(OC(=O)C2CCCCC2)cc1	23.6%
COC(=O)C(CC(C)C)N(Cc1cc(OC)cc(OC)c1)S(=O)(=O)c1ccccc1Br (centres undefined)	1.0%
C=CCC(NC(=O)c1ccc(C#N)cc1)C(=O)NCCC (centres undefined)	5.1%
Cc1nc(N/N=C/c2cccc(F)c2)cc(N2CCOCC2)n1	-8.9%
CN(C1CCCCC1)S(=O)(=O)CCNC(=O)c1ccccc1	-10.9%
CCCCCCSc1ccc([C@@H]2[C@H]3C(=O)N(CC)C(=O)[C@H]3[C@]3(C(=O)OC)CCCCN23)cc1OC	-0.9%
C[C@@H]1CC[C@]2(C(=O)O)CC[C@]3(C)C(=CCC4[C@]56CC[C@@](O)(OC5)C(C)(C)C6CC[C@]43C)C2[C@H]1C (some centres undefined)	0.0%
Cc1ccc(S(=O)(=O)Nc2cccc(-c3ccc4nncn4n3)c2)cc1	7.3%
O=C(O)c1[nH]c2ccccc2c1C(c1cc(Cl)cc([N+](=O)[O-])c1O)c1c(C(=O)O)[nH]c2ccccc12	-27.4%
Cc1noc(C)c1COc1ccc(C(=O)N2CCN(c3ccccn3)CC2)cc1	-0.6%
COc1ccc(CNC(=O)C[C@H]2C[C@H](C(=O)N3CCOCC3)[C@@]3(C)c4[nH]c5cc(CCC(=O)N(C)C)ccc5c4CCN3C2=O)cc1OC	4.9%
C#Cc1ccc(CN2CCN(CCCc3ccccc3)C(CCO)C2)cc1 (centres undefined)	-3.7%[2.29 µM]
Cc1ccc(Oc2ccc(NS(=O)(=O)c3cccc(C(=O)O)c3)cc2)cc1	1.8%
CCOc1ccc(OCCC(=O)OCC(=O)NNC(=O)c2ccccc2)cc1	-12.4%
Cc1ccc(S(=O)(=O)N(CC(=O)Nc2cc(C)ccc2C)C(=O)N2CCN(C)CC2)cc1	5.9%
Cc1ccc(NC(=S)Nc2ccc(F)cc2)cc1	-2.7%
CN(CC(=O)Nc1cccc(F)c1)C(=O)c1cc([N+](=O)[O-])ccc1N1CCOCC1	-3.2%
COc1cccc(NC(=O)C(C)N2C(=O)c3ccccc3S2(=O)=O)c1 (centres undefined)	4.3%
C=CC[C@@H](CC(=O)N(CCO)Cc1ccccc1)C(=O)N[C@@H](COC(=O)[C@@H](CC=C)Cc1ccc(F)cc1)Cc1c[nH]c2ccccc12	-5.1%
COc1ccc(CNC(=O)c2cc3ccccc3o2)cc1OC	31.4%[activator]
CCCn1nnnc1NCc1cccc(Cl)c1	-3.6%
Cc1ccc(CN2CCN(C(=O)CC(C)C)CC2)cc1	28.7%[2.29 µM]
Cc1cccc(Nc2ncnc3onc(-c4cccc(Cl)c4)c23)c1C	34.1%[activator]
O=c1[nH]c(/C=C/c2ccccc2F)nc2ccccc12	3.6%
O=C(CN1CCN(C(=O)CNC(=O)c2ccc3c(c2)OCO3)CC1)Nc1ccccc1Cl	2.6%
O=C1CCc2cc(S(=O)(=O)NCCc3ccccc3)cc3c2N1CC3	-1.0%
COc1ccccc1CCNC(=O)C(=O)NCCC1CCCCN1S(=O)(=O)c1cccs1 (centres undefined)	-0.6%
CCc1ccccc1NC(=O)CN1CCN(C(=O)CCC(=O)N2CCC(c3ccccc3)=N2)CC1	2.8%
CCOC(=O)[C@H]1[C@H]2COc3ccccc3[C@@H]2N2C(=O)CN(CC3CCCO3)C(=O)[C@@]12C (some centres undefined)	6.8%
CCC(=O)NC(c1ccco1)c1cc(Cl)c2cccnc2c1OC (centres undefined)	-8.1%&4.5%
NC(=O)CSc1nnc(COc2cccc3ccccc23)o1	2.0%
Cc1ccc(NC(=O)C2CC2c2ccccc2)cc1 (centres undefined)	2.9%
Cc1ccc(C(=O)OCC(=O)NC(=O)c2ccccc2)o1	0.4%
O=C(CSC1=NS(=O)(=O)c2ccccc2N1)Nc1ccccc1F	-1.1%
COc1ccc(OCC(=O)OCC(=O)NCC2CCCCC2)cc1	6.9%
Cc1ccc(OCC(=O)Nc2ccc(C)c(F)c2)c([N+](=O)[O-])n1	3.3%
NS(=O)(=O)c1ccc(NC(=O)COC(=O)CCCN2C(=O)c3cccc4cccc(c34)C2=O)cc1	2.8%
Fc1ccc(CSc2nnc(-c3ccccn3)o2)cc1	-0.1%
O=C1N=c2ccc([N+](=O)[O-])cc2=C1c1sc(=O)[nH]c1O	-1.7%
O=C(COC(=O)c1ccc([N+](=O)[O-])o1)NCc1ccc(F)cc1	-23.3%
Cc1cc(OCC(=O)OCC(=O)NC2CCCCC2C)ccc1Cl (centres undefined)	7.2%
Cc1cccc(N2CCN(C(=O)CN3C(=O)NC4(CCCCCC4)C3=O)CC2)c1C	-7.1%
C#CCOCCOCCOCCNc1nc(N2CCN(C(=O)CCCCCCCCCCNC(=O)Cn3cc(C[C@@H](C)O)nn3)CC2)nc(N2CCN(C(=O)CCCCCCCCCCNC(=O)[C@H](CO)n3cc(CCCSC)nn3)CC2)n1	-4.6%
CC(=O)NC(CC(=O)Nc1ccc(S(=O)(=O)NC2=NCCCCC2)cc1)c1ccccc1 (centres undefined)	2.1%
CCCc1c(C)nc(N2CCN(c3ccccc3F)CC2)[nH]c1=O	0.0%

# Carrying on.
SMILES	L3MBTL1 block
Cc1c(Cl)cccc1NC(=O)C1CCCN(S(C)(=O)=O)C1 (centres undefined)	-9.1%
COc1ccc(S(=O)(=O)n2c([N+](=O)[O-])cnc2C)c(C)c1C	0.4%
CCN(CC)c1ccc(C(=O)NNC(=O)CNC(=O)c2ccco2)cc1	-1.1%
COc1ccc(NC(=O)COc2coc(CN3c4ccccc4CC3C)cc2=O)cc1 (centres undefined)	-2.0%
O=C(NCCCN1CCOCC1)c1cccc(S(=O)(=O)NCc2ccccc2)c1	0.9%
CCOC(=O)c1ccccc1NC(=O)COC(=O)CSc1ccccc1	113.0%[activator]
COc1cc([C@@H]2CC=C(C(=O)O)[C@H](c3ccc(F)cc3)N2S(=O)(=O)c2ccc(C)cc2)cc(OC)c1OC	14.8%
CCc1nc(SCc2ccccc2)n[nH]1	3.1%
COc1ccc(-c2sc3ccccc3c2/C=C/c2ccncc2)cc1	0.0%
Oc1ccc(Br)cc1-c1ccnn1-c1ccccc1	-2.6%
CN(CC(=O)Nc1cccc(F)c1)C(=O)c1cc2c(s1)CCCCC2	6.3%
C=CCN1C(=O)c2ccc(C(=O)NCC(=O)Nc3c(C)cc(C)cc3C)cc2C1=O	5.8%
COc1ccccc1C1CC(=O)Nc2cc(C)c(C)cc21 (centres undefined)	9.9%[2.29 µM]
CCN1CCN(c2ccc(S(=O)(=O)N3CCOCC3)cc2NC(=O)c2ccccc2SC)CC1	0.3%
CN1CCCN(S(=O)(=O)c2ccccc2)c2nc3ccccc3nc21	69.0%[activator]
O=C(COC(=O)CCN=C1NS(=O)(=O)c2ccccc21)NNC(=O)c1ccc(Cl)cc1	-2.9%
CCc1cc2c(SC(C)C(=O)NC3CCCC3)ncnc2s1 (centres undefined)	3.3%
CC1C(=O)N2CCCc3cc(NC(=O)COc4ccccc4)cc1c32 (centres undefined)	-5.2%
Cc1cccc(C)c1NC(=O)c1ccc(OCc2c(C)noc2C)cc1	1.7%
CC(C)(C)NS(=O)(=O)c1ccc(NC(=O)C2CCCO2)cc1 (centres undefined)	-0.8%
COc1ccc(-c2cc(C(=O)N3CCN(S(=O)(=O)c4ccc(C)cc4)CC3)[nH]n2)cc1	u
O=C(COC(=O)C12CC3CC(CC(O)(C3)C1)C2)Nc1ccc(OC(F)F)cc1	-3.4%
COc1ccc(-c2csc3ncnc(N4CCN(S(=O)(=O)c5ccc(C)cc5)CC4)c23)cc1	-4.1%
Cc1ccc(CNC(=O)CC(NC(=O)c2ccccc2)c2ccccc2)cc1 (centres undefined)	4.8%
Cc1ccc(S(=O)(=O)N2CCN(C(=O)c3cccc(-n4cccc4)c3)CC2)cc1	u
Cc1ccc(-c2csc(N3CCN(c4cc5c(cc4Cl)nc(C(C)N)n5CCCO)CC3)n2)cc1 (centres undefined)	-3.5%
Cc1ccc(S(=O)(=O)NCCC(=O)N2CCC(Cc3ccccc3)CC2)cc1	4.0%
CN1CCN(c2nc3ccccn3c(=O)c2C=O)CC1	-2.4%
O=C(COC(=O)/C=C/c1ccc(OC(F)F)cc1)Nc1cccc(S(=O)(=O)N2CCOCC2)c1	-4.1%
O=[N+]([O-])c1cccc(-n2nncc2-c2ccccc2)c1	-3.4%
O=[N+]([O-])c1cccc2ccc(N3CCOCC3)nc12	-3.5%[2.29 µM]
Nc1c(Cl)c(Cl)nc(C(=O)N/N=C/c2ccco2)c1Cl	-0.5%
COc1cccc(NC(=O)CN2C(=O)C(=O)N(C3CCCC3)C2=O)c1	5.8%
Fc1ccccc1N1CCN(CCCc2ccccc2)CC1	-3.4%
COc1ccccc1NC(=O)C(C)Sc1nc(-c2ccccc2)cn1N (centres undefined)	-5.4%
Cc1cc(Nc2ccc(C(=O)O)cc2)nc(N)n1	5.3%
NC(=O)c1ccsc1NC(=O)COC(=O)c1ccccn1	-21.5%
O=C(OCCN1C(=O)c2ccccc2C1=O)C1CC(O)CN1S(=O)(=O)c1ccc(Cl)cc1 (centres undefined)	4.0%
COc1ccc(C2=NCCn3c2c2ccc(C(F)(F)F)cc2[n+]3[O-])cc1	0.3%
CCN1C(=NCCc2ccccn2)N[C@@H](c2cccc(F)c2)C(C(=O)OC)=C1C	12.1%
CCC1(c2ccccc2)NC(=O)N(CC(=O)NNC(=O)c2ccc(F)cc2)C1=O (centres undefined)	2.0%
Cc1nc(NCCc2ccc(F)cc2)c2nnn(Cc3ccccc3)c2n1	12.2%
O=C(C[C@H]1C/C=C\C[C@@H](Cc2ccc(F)cc2)C(=O)OC[C@@H]2CCCN2C1=O)NCCO	6.7%
O=C1COc2ccc(C(=O)COC(=O)CCOc3ccccc3)cc2N1	1.1%
CC1(C)CC[C@]2(C(=O)O[C@@H]3O[C@H](CO)[C@@H](O)[C@H](O)[C@H]3O)CC[C@]3(C)C(=CCC4[C@@]5(C)CC[C@H](O[C@@H]6O[C@H](C(=O)O)[C@@H](O[C@H]7OC[C@@H](O)[C@@H](O)[C@@H]7O)[C@H](O)[C@H]6O)C(C)(C)C5CC[C@]43C)[C@@H]2C1 (some centres undefined)	1.9%
Cc1ccc(-c2cc(C(=O)OCC(=O)N(C)c3c(N)n(Cc4ccccc4)c(=O)[nH]c3=O)c3ccccc3n2)o1	7.1%
CC(C)C[C@@H](CO)N1CCN(Cc2cccc(C#N)c2)CCC1=O	3.6%
CCc1c(C)nc(N2CCN(c3ccc(OC)cc3)CC2)[nH]c1=O	-5.1%
CN1CCN(C(=O)c2ccc(OCCOc3ccccc3)cc2)CC1	2.7%
Cc1cccc([N+](=O)[O-])c1NC(=O)CSc1nnc2ccccn12	-2.8%

# Further compounds:
SMILES	L3MBTL1 block
O=C(c1cnn(C(=O)c2ccco2)c1)c1ccccc1O	7.5%
CC(C)(C)OC(=O)C[C@@H]1C/C=C\C[C@@H](CC(=O)N(CCO)Cc2ccccc2)C(=O)N[C@@H](c2ccccc2)COC1=O	31.2%[activator]
O=C(COC(=O)COc1ccc(Cl)cc1Cl)NC1CCCC1	3.4%
O=C(NNC(=O)c1ccccc1O)c1ccc(Cl)c(S(=O)(=O)N2CCc3ccccc32)c1	-9.8%
O=C(NN1C(=O)NC2(CCCCC2)C1=O)c1cccs1	7.9%
CC(C)(C)OC(=O)C[C@@H]1C/C=C\C[C@H](CC(=O)N[C@H](CO)Cc2ccccc2)C(=O)N[C@@H](Cc2c[nH]c3ccccc23)COC1=O	-19.4%
Cc1cccnc1NC(=O)c1ccc(S(=O)(=O)N2CCC(C)CC2)cc1	-3.5%
Cc1ccc(NS(=O)(=O)c2ccc(C(=O)NNC(=O)c3ccccc3O)cc2)cc1	5.8%
Cc1cccc(C(=O)NCCC(=O)N2CCc3ccccc3C2)c1	8.4%
Cc1cc(C)c2nc(NC(=O)c3ccc([N+](=O)[O-])o3)sc2c1	-2.8%[2.29 µM]
CCOc1ccc(S(=O)(=O)N2CCN(CCNS(=O)(=O)c3ccc(C)cc3)CC2)cc1	-1.3%
O=C(Nn1cnnc1)c1ccccc1F	1.7%[2.29 µM]
CS(=O)(=O)c1ccc(Cl)c(NC(=O)CSc2nnc(C3CC3)n2C2CC2)c1	1.5%
O=C(O)C1CCN(S(=O)(=O)c2ccc(Cl)s2)CC1	2.3%

# Five compounds picked at random from those above, as already listed:
SMILES	L3MBTL1 block
Cc1cccnc1NC(=O)c1ccc(S(=O)(=O)N2CCC(C)CC2)cc1	-3.5%
O=C(O)C1CCN(S(=O)(=O)c2ccc(Cl)s2)CC1	2.3%
Cc1cccc(C(=O)NCCC(=O)N2CCc3ccccc3C2)c1	8.4%
O=C(NN1C(=O)NC2(CCCCC2)C1=O)c1cccs1	7.9%
Cc1cc(C)c2nc(NC(=O)c3ccc([N+](=O)[O-])o3)sc2c1	-2.8%[2.29 µM]

# Source: PubChem
